rTrxR1 inhibitor: qHTS Assay for Inhibitors of Mammalian Selenoprotein Thioredoxin Reductase 1 (TrxR1): qHTS | recombinant rTrxR1, NADPH fluorescence consumption, selenite substrate | Potency, µM (highest dose often 114 µM), for the others: at the top dose activity change, negative = inhibition, actives largely listed as inhibitors | 1% of 390,000 active | AID 588453, 2011; also: % is scaled to controls: 0 for no effect and ±100 for the full control effect; nearly all actives have a fitted effect of over 65% in size
Target sequence (O89049 whole entry, looked up): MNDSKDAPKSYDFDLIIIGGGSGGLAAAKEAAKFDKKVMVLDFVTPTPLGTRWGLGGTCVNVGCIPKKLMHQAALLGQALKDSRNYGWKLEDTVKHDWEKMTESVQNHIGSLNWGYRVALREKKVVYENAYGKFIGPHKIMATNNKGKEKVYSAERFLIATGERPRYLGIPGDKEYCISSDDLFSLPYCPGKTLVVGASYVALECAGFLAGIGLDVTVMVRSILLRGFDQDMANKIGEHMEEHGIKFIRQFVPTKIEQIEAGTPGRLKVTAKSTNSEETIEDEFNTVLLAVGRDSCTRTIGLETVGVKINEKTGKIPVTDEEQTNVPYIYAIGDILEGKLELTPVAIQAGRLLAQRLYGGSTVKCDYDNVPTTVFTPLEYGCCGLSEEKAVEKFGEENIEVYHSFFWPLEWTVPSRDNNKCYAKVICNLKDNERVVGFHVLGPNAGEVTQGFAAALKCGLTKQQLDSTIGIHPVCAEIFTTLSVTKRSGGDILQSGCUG
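Rat TrxR1 (90 nM in the dispensed reagent) was pre-reduced with 400 uM NADPH for 5 min at room temperature, then incubated with compound for 15 min. After 400 uM selenite was added, NADPH fluorescence (Ex 340/Em 450 nm) was followed for 8 min.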
USP1-UAF1 inh: Inhibitors of USP1/UAF1: Primary Screen; Ubiquitin carboxyl-terminal hydrolase 1 (Homo sapiens), O94782; recombinant USP1/UAF1, Ub-Rhodamine cleavage fluorescence; Potency, µM (series often up to 57.1 µM), inactives show at the highest dose activity change, negative = inhibition, usual class: inhibitors; 0.23% of 390,000 active; also: % is scaled to controls: 0 for no effect and ±100 for the full control effect; nearly all actives have a fitted effect of over 60% in size; inactives centre near -12
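1 nM enzyme complex + cpd, 15 min RT; start with Ub-Rho 150nM final; kinetic fluorescence ex 480/em 540, 6 reads q60 s. Buffer 50mM HEPES pH 7.8, 0.5mM EDTA, 0.1 mg/ml BSA, 1mM TCEP, 0.01% Tween-20.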
RGS4 inh: Inhibitors of Regulator of G Protein Signaling (RGS) 4: qHTS. Regulator of G-protein signaling 4 (Homo sapiens), P49798. Transcreener GDP fluorescence polarization, RGS4-accelerated GTP hydrolysis. Potency, µM (titrated, usually from 114 µM), for the others: top-dose activity change, negative = inhibition, most hits filed as inhibitors. 0.039% of 390,000 active. AID 504845, 2011; also: % is scaled to controls: 0 for no effect and ±100 for the full control effect; nearly all actives have a fitted effect of over 75% in size; some results filed as inactive show a strong effect at the top dose
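MLSMR compounds (23 nl, pin-transferred) preincubated 10 min at room temperature with a 500nM (2x) first reagent, then RGS4 at 900nM (2x) plus Transcreener GDP mix added; fluorescence polarization (620/688 nm) read before and after 90 min at 30 °C.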
IDH1 R132H inh: qHTS for Inhibitors of mutant isocitrate dehydrogenase 1 (IDH1): qHTS. Isocitrate dehydrogenase [NADP] cytoplasmic (Homo sapiens), O75874. IDH1-R132H enzyme, NADPH consumption, diaphorase/resazurin fluorescence. Potency, µM (top dose mostly 76.6 µM), inactives show at the highest dose activity change, negative = inhibition, most hits filed as inhibitors. 0.093% of 390,000 active. AID 602179, 2012; also: % is scaled to controls: 0 for no effect and ±100 for the full control effect; nearly all actives have a fitted effect of over 65% in size
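IDH1-R132H (0.5 ug/mL) preincubated 30 min with compound, then NADPH (0.016 mM) and alpha-KG (2 mM) added; 80 min at RT, pH 7.5. Remaining NADPH coupled via diaphorase/resazurin to fluorescence (540/590 nm); concentration-response curves normalized to no-enzyme control.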
ALOX12 inh: Primary qHTS assay for inhibitors of human arachidonate 12S-lipoxygenase (ALOX12): Round 2. AID 1671190, 2021. Potency, µM (titrated, usually from 108 µM), without a hit: at the top dose activity change, negative = inhibition, usual class: inhibitors. purified 12hLO, xylenol orange hydroperoxide absorbance. Polyunsaturated fatty acid lipoxygenase ALOX12 (Homo sapiens), P18054. 1.1% of 580,000 active; also: % is scaled to controls: 0 for no effect and ±100 for the full control effect
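Purified human 12hLO at 150 nM in 25 mM Hepes, 0.01% Triton X-100, pH 7.0, preincubated 15 min at room temperature with compound. Reaction started with 40 uM arachidonic acid, 30 min at room temperature. Hydroperoxide measured by Fe-xylenol orange, 573/405 nm absorbance ratio.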
RXFP1 agonist: qHTS Assay for Agonists of the Relaxin Receptor RXFP1; 0.3% of 370,000 active; Potency, µM (series often up to 57.5 µM), for the others: at the highest dose activation, usual class: activators; AID 2676, 2010; Relaxin receptor 1 (Homo sapiens), Q9HBX9; HEK293T-RXFP1 cAMP TR-FRET, 30 min; response scale: percent of porcine relaxin response, buffer zero; also: % is scaled to controls: 0 for no effect and ±100 for the full control effect; nearly all actives have a fitted effect of over 60% in size; many of its hits are not listed in these tables
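HEK293 cells stably expressing RXFP1, treated 30 min at 37C with compounds plus PDE4 inhibitor Ro 20174; cAMP measured by HTRF TR-FRET. Normalized to buffer and 29 nM porcine relaxin; EC50 by Hill fit.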
TrxR1 substrate: qHTS Assay for Substrates of Mammalian Selenoprotein Thioredoxin Reductase 1 (TrxR1): qHTS; 0.01% of 390,000 active; purified TrxR1 substrate turnover, NADPH consumption readout; Potency, µM (series often up to 114 µM), inactives show at the highest dose activity change, negative = substrate turnover; AID 588456, 2011; also: % is scaled to controls: 0 for no effect and ±100 for the full control effect; nearly all actives have a fitted effect of over 50% in size
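Rat TrxR1, dispensed at 90 nM, was prereduced with 400 uM NADPH (final) for 5 min at ~22 deg C, then incubated with compound 15 min before 400 uM selenite. A first-read NADPH fluorescence drop versus no-compound background flagged substrates.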
Vif-A3G inh: qHTS for Inhibitors of Vif-A3G Interactions: qHTS. DNA dC->dU-editing enzyme APOBEC-3G (Homo sapiens), Q9HC16. HeLa A3G-eYFP + Vif (tagged APOBEC3G with the HIV-1 protein that degrades it), YFP fluorescence, overnight. Potency, µM (titrated, usually from 46.1 µM), for inactives: at the highest dose activity, negative = active, actives largely listed as inhibitors. 0.076% of 410,000 active. AID 602310, 2012;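 also: % is scaled to controls: 0 for no effect and ±100 for the full control effect; nearly all actives have a fitted effect of over 60% in size; hits raise eYFP signal because A3G escapes Vif-driven loss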
Target sequence (Q9HC16 whole entry, looked up): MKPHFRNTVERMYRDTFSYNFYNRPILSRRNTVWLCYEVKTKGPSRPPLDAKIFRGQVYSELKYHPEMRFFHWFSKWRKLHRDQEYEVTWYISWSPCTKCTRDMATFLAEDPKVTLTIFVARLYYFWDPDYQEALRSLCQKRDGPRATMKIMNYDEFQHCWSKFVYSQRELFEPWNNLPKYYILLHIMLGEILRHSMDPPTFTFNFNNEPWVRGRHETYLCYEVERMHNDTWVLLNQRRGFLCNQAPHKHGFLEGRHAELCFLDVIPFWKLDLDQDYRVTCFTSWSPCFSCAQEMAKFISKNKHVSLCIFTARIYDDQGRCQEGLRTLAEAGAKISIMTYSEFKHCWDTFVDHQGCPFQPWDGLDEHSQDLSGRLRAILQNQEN
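Read-out is eYFP fluorescence (Ex 488/Em 500-530) from Vif-expressing HeLa A3G-eYFP cells; more signal means A3G escaped Vif-mediated degradation. Cells plated overnight, compound pinned in, incubated overnight at 37 deg C.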
Vif-A3F inh: qHTS for Inhibitors of Vif-A3F Interactions: qHTS. HeLa A3F-eYFP + Vif (tagged APOBEC3F with the HIV-1 protein that degrades it), YFP fluorescence increase. Potency, µM (top dose mostly 46.1 µM), inactives show at the top dose activity, negative = active. 0.2% of 390,000 active. AID 602313, 2012; also: % of control where 0% means no effect; nearly all actives have a fitted effect of over 65% in size
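HeLa cells stably expressing A3F-eYFP plus Vif, plated and incubated overnight at 37 deg C, then exposed to compounds overnight at 37 deg C. Blocked degradation read as raised yellow fluorescence (Ex 488/Em 500-530).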
* = called active by the depositor; ? = inconclusive; · = no result given; [ ] = another dose, or the depositor's remark. Calls follow the shape of the dose curve; as a rule, active = well fitted curve in the direction sought with a large enough effect; inconclusive = small, poorly fitted or top-dose-only effect, or another doubt; inactive = no such curve, though single readings can be large; an effect the other way counts as inactive or inconclusive. Potency is read from the fitted curve at half-maximal effect.

no.	Structure	Vif-A3G inh	TrxR1 substrate	RGS4 inh	RXFP1 agonist	ALOX12 inh	IDH1 R132H inh	USP1-UAF1 inh	rTrxR1 inhibitor	Vif-A3F inh
1	COc1ccc(CN(C(=O)c2nsc(Cl)c2Cl)C(C(=O)NC2CCCCC2)c2ccc(OC)cc2)cc1 (stereo not drawn)	1%	0%	-7%	-0.8%	0%	-1%	-9%	37%	0%
2	CC(=O)c1ccc(Nc2nc(-c3cccnc3)cs2)cc1	1%	-6%	-15%	5.2%	-3%	1%	-12%	1%	7%
3	O=S(=O)(Nc1ccc(N=Nc2ccccc2)cc1)c1ccccc1	-5%	-12%	-14%	8.1%	-15%	-4%	?	?	-14%
4	O=C(Nc1c(C(=O)N2CCN(c3ccccn3)CC2)oc2ccccc12)c1cccc([N+](=O)[O-])c1	-5%	-5%	-2%	-5.4%	1%	-3%	-19%	17%	-10%
5	O=C(COC(=O)c1ccccc1NCCO)NCCC1=CCCCC1	-1%	184%[activator]	-13%	5.6%	-3%	3%	-11%	42%[activator]	-10%
6	Cc1cccnc1NC(=O)CCn1c(=O)oc2ccccc21	0%	1%	-23%	5.5%	-17%	0%	-17%	-1%	-11%
7	O=C(CCS(=O)(=O)c1cccs1)Nc1ccc(C(=O)NC2CCCC2)cc1	-1%	-9%	6%	1.7%	-9%	-1%	-7%	0%	15%
8	CCOC(=O)c1c(CN2CCN(c3ccccc3)CC2)oc2cc(Br)c(O)cc12	-10%	-11%	-17%	1.7%	?	-1%	-20%	12%	?
9	Cc1cc(C)nc(N(C#N)CCOc2ccc(Cl)cc2)n1	2%	-5%	6%	0.6%	442%[activator]	7%	-3%	12%	-4%
10	COC(=O)C(C(=O)OC)C(CC(=O)c1ccc(C)cc1)c1cc(OC)c(OC)c(OC)c1 (stereo not drawn)	-11%	0%	17%	-2.7%	-9%	0%	-16%	14%	-9%
11	COc1ccc(CNC(=O)c2sccc2-c2ccccc2)cc1OC	-6%	7%	-5%	3.8%	0%	-8%	-25%	20%	0%
12	Cc1ccc(C)c(OCC(=O)Nc2ccncc2)c1	-1%	8%	5%	0.9%	?	2%	-4%	34%	11%
13	CC(C)N(Cc1ccccc1)C(=O)c1cc2ccc3cccnc3c2[nH]1	-11%	1%	1%	-0.3%	11%	2%	-3%	4%	-6%
14	CCN(CC(=O)NCc1cccs1)C(=O)c1ccc(NS(=O)(=O)c2ccc(C(C)=O)cc2)cc1	3%	-3%	-13%	-0.2%	-15%	15%	-17%	6%	5%
15	Cc1cc(C)c(C#N)c(SCC(=O)NC2CC2)n1	2%	-5%	30%	-1.2%	-3%	0%	2%	0%	-2%
16	Cc1c(C(C)(C)O)[nH]c2cc(C(F)(F)F)ccc12	6%	8%[57.1 µM]	-23%	0.0%	-11%	-3%	-18%	-6%	-10%
17	CCCN(CC(=O)Nc1cc(Cl)ccc1Cl)C(=O)c1ccc2n[nH]nc2c1	4%	-1%	1%	-0.3%	53%[activator]	-5%	-7%	1%	5%
18	Cn1c(CC(=O)NN)c(Sc2ccccc2)c2ccccc21	0%	0%	-17%	0.4%	16%	-6%	-19%	6%	3%
19	COc1ccc(Nc2nnc(Cc3ccncc3)c3ccccc23)c(OC)c1	-1%	-2%	-14%	-2.4%	10%	8%	-13%	10%	7%
20	COC(=O)c1ccc(N2CCC(C)CC2)c(N)c1	-9%	5%	-21%	0.5%	?	8%	0%	-4%	0%
21	Cc1cc(C)cc(NS(=O)(=O)c2ccc(-n3cccn3)cc2)c1	-5%	-6%	3%	2.4%	-27%	15%	-26%	16%	-10%
22	O=C(CCNS(=O)(=O)c1ccc2nsnc2c1)N1CCN(c2ccncc2)CC1	-9%	-7%[57.1 µM]	-8%	·	0%	10%	-8%	5%[57.1 µM]	0%
23	Cc1nc(N2CCN(c3ccccc3O)CC2)c2c(-c3ccccc3)csc2n1	1%	-2%	-18%	-0.2%	4%	0%	?	9%	1%
24	C=CCOC(=O)N1CCC2CC1c1cc(-c3ccc(OC)cc3)ccc12 (stereo not drawn)	0%	0%	-2%	·	8%	-1%[38.3 µM]	-12%	11%	1%
25	CCN(CC)S(=O)(=O)c1ccc(OC)c(NC(=O)CCS(=O)(=O)Cc2ccccc2)c1	0%	-1%	-13%	0.8%	-2%	-3%	-14%	-30%	-3%
26	CCOC(=O)c1c(C)[nH]c(C(=O)CSc2nnc(C3CC3)n2N)c1C	-4%	-5%	-38%[56.9 µM]	-0.5%	?	9%	-20%	4%	0%
27	Nc1nc(NCCO)nc(NC2CCCCC2)c1[N+](=O)[O-]	7%	-4%	5%	-1.0%	0%	0%	-22%	-4%	-13%
28	Cc1nc(-c2cccc(NS(=O)(=O)c3ccccc3)c2)cs1	-14%	-7%[57.1 µM]	-3%	-0.7%	·	9%	-16%	8%	-5%
29	Cc1[nH]c2c(C)cccc2c(=O)c1Br	6%	-5%	0%	0.8%	9%	7%	0%	-3%	4%
30	COc1ccc(S(=O)(=O)Nc2cccc3ccc(O)cc23)cc1	-31%	6%[57.1 µM]	-36%	·	-26%	6%	-16%	8%[57.1 µM]	-15%
31	OCCC1CN(Cc2cnc(-c3ccc(Cl)cc3)nc2)CCN1C1CCCCC1 (stereo not drawn)	1%	1%	9%	-2.3%	-8%	-7%	-7%	16%	2%
32	COC(=O)C1(C)CCCC2(C)C1CCC13OCC(CC21)C(O)(C(C)C)C3O (stereo not drawn)	2%	·	·	·	1%	-4%	-8%	·	1%
33	O=C(CN1C(=O)COc2ccccc21)NC1CCCC1	-1%	5%	-15%	2.1%	0%	5%	-23%	26%	-6%
34	O=C(NCc1ccccc1Cl)C(=O)NCC(c1ccco1)N1CCOCC1 (stereo not drawn)	-6%	-2%	12%	0.2%	-9%	-4%	-14%	10%	-12%
35	CCCCNC(=O)C1CCC(=O)N1CCc1ccccc1 (stereo not drawn)	-8%	3%	-19%[56.9 µM]	1.5%	7%	-3%	-27%	9%	12%
36	Cc1c(C)n(C)c2ccc(C(=O)NCc3cccs3)cc12	-8%	-3%	-24%	-0.2%	-3%	17%	?	-7%	1%
37	O=S(Cc1cc(Sc2ccccc2)nc(-c2ccccc2)n1)c1ccccc1 (stereo not drawn)	3%	5%[57.1 µM]	20%	-0.9%	0%	2%	?	11%[57.1 µM]	-1%
38	O=C(O)C1CCN(C(=O)Cc2ccccc2)CC1	-4%	7%[57.1 µM]	-4%	-2.6%	-1%	-1%	-17%	10%[57.1 µM]	-6%
39	O=C(CCNc1n[nH]c(=O)[nH]c1=O)N/N=C\c1cccc(OCc2ccccc2)c1	-11%	3%[57.1 µM]	3%	-0.6%	?	17%	-22%	21%[57.1 µM]	-13%
40	COc1cc(-c2nnc(COC(=O)c3ccc(C)o3)o2)cc(OC)c1OC	0%	2%	-22%	1.8%	14%	-2%	-10%	5%	4%

These rows are one share of the data (hit frequency here may not be typical).
